# Assay outcomes as filed in PubChem.
# ASAP1 GAP inh: inhibitors of human ASAP1 ArfGAP activity; inhibition, % at 16.5 µM; ASAP1-stimulated ARF1 GTP hydrolysis, GDP FP detection; 360,000 compounds, 0.19% hits; in the data active = inhibition above about 25%;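 note: 0% = vehicle with enzyme and substrate and 100% = no enzyme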
# DDE Tn7 FP inh: inhibitors of Tn7 peptide binding to human fibrin DD(E); P02675; FP displacement of FITC-Tn7 peptide from fibrin DD(E); 0% = median of compound wells per plate; inhibition, % at 8.3 µM; 370,000 compounds, 0.13% hits; AID 720508;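 active = inhibition above the mean of compounds falling within the control limits plus 3 SD of them, cut at about 14% in these data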;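 note: 0% = plate median of compound wells and 100% = 10 µM Aha-Tn7 peptide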
#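 system = human fibrin DD(E) protein | quantity = DD(E) 2 µM final | medium = Tris/NaCl/CaCl2 buffer, pH 7.8 | also added = labelled Tn7 tracer, 0.1 µM | compound dosing = single point at 8.3 µM | timing = compound with protein 10 min, then 3 h after probe, room temperature | signal = FP measurement | benchmarks = Aha-Tn7 high control | repeats = one replicate per compound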
# SIAE primary: inhibitors of human sialic acid acetylesterase SIAE. Q9HAT2. SIAE FP-Rh probe binding, fluorescence polarization. inhibition, % at 9.66 µM. 370,000 compounds, 0.69% hits;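 active = inhibition above a cutoff: mean of compounds within the control limits plus 3 SD of those, cut at about 17% in these data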;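 note: 0% = plate median of compound wells and 100% = probe without SIAE protein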
# TDP2 absorb: blocks human TDP2 phosphodiesterase activity | O95551 | recombinant TDP2, T5PNP hydrolysis, p-nitrophenol absorbance 415 nm | inhibition, % at 12.8 µM | 370,000 compounds, 0.34% hits;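 active = inhibition above the mean of all tested compounds plus 3 SD, set per campaign, cut at about 25% in these data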;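 note: 0% = DMSO with enzyme and 100% = buffer with substrate but no TDP2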
#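 Evaluation: % inhibition relative to enzyme-containing and enzyme-free wells. Material: recombinant human TDP2. Benchmarks: enzyme-free and DMSO wells. Timing: enzyme reaction with compound for 2 h at 37 °C. Compound dosing: 12.8 µM only. Measured by: p-Nitrophenol epi absorbance. Reagent: T5PNP substrate at 5 mM, a TopII-DNA adduct mimic. Replication: single well per compound.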
# PLC-gamma1 inh: PLC-gamma1 (human) inhibition, primary screen | P19174 | purified PLC-gamma1, fluorogenic substrate, fluorescence | inhibition, % at 12.2 µM | 370,000 compounds, 0.84% hits; in the data active = inhibition above about 9.5%
# Target sequence (P19174 whole entry, looked up): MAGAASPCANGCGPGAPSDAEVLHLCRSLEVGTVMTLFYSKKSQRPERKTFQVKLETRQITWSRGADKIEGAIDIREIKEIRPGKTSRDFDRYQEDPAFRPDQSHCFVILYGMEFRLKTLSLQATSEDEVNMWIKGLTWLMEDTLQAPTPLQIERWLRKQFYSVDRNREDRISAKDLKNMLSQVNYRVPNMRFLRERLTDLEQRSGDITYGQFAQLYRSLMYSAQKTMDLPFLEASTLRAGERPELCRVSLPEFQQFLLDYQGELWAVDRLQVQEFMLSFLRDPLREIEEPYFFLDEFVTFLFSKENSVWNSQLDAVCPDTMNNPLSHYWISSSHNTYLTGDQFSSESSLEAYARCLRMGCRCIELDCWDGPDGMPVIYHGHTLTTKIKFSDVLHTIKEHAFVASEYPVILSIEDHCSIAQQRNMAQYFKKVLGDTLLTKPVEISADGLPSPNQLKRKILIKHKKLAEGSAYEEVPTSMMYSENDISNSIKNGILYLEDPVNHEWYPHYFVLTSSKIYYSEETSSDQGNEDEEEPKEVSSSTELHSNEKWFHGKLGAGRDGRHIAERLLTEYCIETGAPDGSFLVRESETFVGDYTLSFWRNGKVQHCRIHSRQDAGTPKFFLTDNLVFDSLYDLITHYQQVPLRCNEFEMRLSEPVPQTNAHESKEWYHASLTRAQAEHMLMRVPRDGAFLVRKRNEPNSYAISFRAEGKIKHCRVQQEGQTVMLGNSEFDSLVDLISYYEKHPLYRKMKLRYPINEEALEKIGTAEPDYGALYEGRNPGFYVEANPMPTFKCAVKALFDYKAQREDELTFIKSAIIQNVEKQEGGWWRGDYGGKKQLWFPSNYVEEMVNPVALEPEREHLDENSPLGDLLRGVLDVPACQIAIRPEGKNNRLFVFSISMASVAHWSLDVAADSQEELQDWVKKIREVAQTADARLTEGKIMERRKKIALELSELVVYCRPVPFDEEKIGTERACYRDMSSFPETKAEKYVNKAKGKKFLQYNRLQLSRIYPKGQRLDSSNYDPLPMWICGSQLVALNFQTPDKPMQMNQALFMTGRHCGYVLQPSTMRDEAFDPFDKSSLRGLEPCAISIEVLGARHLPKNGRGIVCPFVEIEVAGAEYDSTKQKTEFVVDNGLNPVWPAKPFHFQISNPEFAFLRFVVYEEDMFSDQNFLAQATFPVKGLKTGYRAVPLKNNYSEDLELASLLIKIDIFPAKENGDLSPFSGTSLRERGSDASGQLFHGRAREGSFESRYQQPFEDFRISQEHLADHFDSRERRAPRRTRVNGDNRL
# DDE Tn6 FP inh: DD(E)-Tn6 binding inhibition, primary FP screen | P02675 | Fibrin DD(E) TRITC-Tn6 fluorescence polarization displacement | inhibition, % at 8.3 µM | 370,000 compounds, 0.21% hits | AID 720509;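 active = inhibition above a per-campaign cutoff: mean of compounds within control limits plus 3 SD, cut at about 15% in these data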;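 note: 0% = median of all compound wells on the plate and 100% = blocking peptide control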
# ADAM17 inh: ADAM17 inhibition, QFRET primary screen | recombinant ADAM17, EDANS/DABCYL FRET peptide cleavage | inhibition, % at 6.95 µM | 370,000 compounds, 0.83% hits;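 active = inhibition above the mean of compounds lying between control limits plus 3 SD, set per campaign, cut at about 8.5% in these data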;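 note: 0% = DMSO-only wells as the low control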
# ARFGAP1 inh: inhibits rat ARF GTPase activating protein 1 | 360,000 compounds, 0.26% hits | inhibition, % at 16.5 µM | Arfgap1-stimulated ARF1 GTP hydrolysis, GDP FP detection | Q62848 | AID 651572;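 active = inhibition above a per-plate limit, mean inhibition of low control wells plus 3 SD, cut at about 25% in these data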;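 note: 0% = DMSO wells with enzyme and 100% = wells lacking Arfgap1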
#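 material = rat Arfgap1 catalytic domain, aa 1-136 | also added = human ARF1(Δ1-17)-GTP substrate | compound dosing = one concentration, 16.5 µM, DMSO 1.26% | times = GTP hydrolysis reaction 2 h at 25 °C | measured by = FP, GDP Alexa 633 tracer displaced from anti-GDP antibody, 620/688 nm | evaluation = percent inhibition of Arfgap1-stimulated GTP hydrolysis | replication = single well per compound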
# PLC-beta3 inh: inhibitors of human phospholipase C beta3 | AID 720704 | inhibition, % at 12.2 µM | Q01970 | Purified PLC-beta3, fluorogenic substrate, fluorescence | 370,000 compounds, 0.18% hits; in the data active = inhibition above about 11%;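 note: 0% = median of compound wells on plate and 100% = full blocker control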
# ADAM10 inh: inhibits human ADAM10; O14672; recombinant ADAM10, EDANS/DABCYL FRET peptide cleavage, 3 h; inhibition, % at 7 µM; 370,000 compounds, 0.62% hits;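 active = inhibition above a per-campaign cutoff equal to the mean of compounds falling between control-based bounds plus 3 SD, cut at about 20% in these data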;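 note: 0% = DMSO wells while the 100% control is not disclosed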
# The depositor's hits bear a star; x = no result given. Hits appear at their usual frequency, and some 3.6% of all compounds hit somewhere here.
SMILES,ASAP1 GAP inh,DDE Tn7 FP inh,SIAE primary,TDP2 absorb,PLC-gamma1 inh,DDE Tn6 FP inh,ADAM17 inh,ARFGAP1 inh,PLC-beta3 inh,ADAM10 inh
Cc1cccc(NC(=S)NCCC(C)C)c1,5,4,3,7,3,2,0,11,0,4
O=C(NNC(=O)c1ccccc1F)c1cccs1,-10,1,2,14,-1,-4,0,9,-3,1
CCOc1ccccc1N(C)C(=O)CCS(=O)(=O)c1ccc2c(c1)NC(=O)C(C)S2 (configuration not stated),-3,2,-3,-1,1,4,-5,-12,-8,-1
COc1ccc(OC)c(C(=O)CN2CCN(S(=O)(=O)c3ccc(Br)cc3)CC2)c1,-4,8,1,8,-4,6,-1,-12,-5,-3
CC(=O)Nc1ccc(NS(=O)(=O)c2cc(-c3n[nH]c(=O)c4ccccc34)ccc2C)cc1,-3,4,-12,12,0,1,-2,4,-2,-1
O=C(Nc1ccccc1)Nc1nnc(Cc2ccccc2F)s1,-3,2,-13,-7,5,-3,1,-9,6,4
O=C(COC(=O)COc1cccc(F)c1)Nc1nc2ccccc2s1,0,-1,0,4,0,-8,-1,-2,-1,3
Cc1ccc(NC(=O)C2=CC(c3ccc(C)cc3)=NS(=O)(=O)N2C)cc1,10,-2,-4,-5,4,4,0,5,4,9
COc1ccc(CCN(C)C2CCCN(S(=O)(=O)C(C)C)C2)cc1OC (configuration not stated),4,4,-1,3,0,0,-3,-1,-6,-2
O=C(NCCC1CCCCN1S(=O)(=O)c1ccccc1)C(=O)NCc1ccncc1 (configuration not stated),-1,-3,3,0,-1,-3,-3,8,3,2
COc1cc(NC(=O)c2ccccc2)c(OC)cc1NC(=O)CSc1[nH]c(=O)cc(C)c1C#N,1,-3,-1,1,-2,9,1,18,-8,3
O=C(Nc1cccc(-c2cnc3ccccc3n2)c1)C1CC(=O)N(c2ccccc2)C1 (configuration not stated),4,0,-18,3,-1,1,-5,13,-12,5
Cn1cccc1CNC(=O)Nc1ccc(Cl)cc1,-8,3,2,-1,-1,-4,1,6,-1,-1
Fc1ccccc1N1CCN(Cc2cc(-c3ccccc3)on2)CC1,5,-1,-1,18,1,3,2,3,-2,5
CCn1c(NC(C)=O)c(-c2ccccc2Cl)c(=O)c2ccccc21,-14,1,-4,5,-2,-2,-10,-7,-3,-6
N#CC(C(=O)c1ccccc1)=C1SCCS1,0,4,2,-4,2,-1,-1,6,2,2
CCOC(=O)Cc1nc(N2CCN(CCN)CC2)c2c(C)c(C(=O)OCC)sc2n1,x,3,-5,-2,-15,0,-64,x,-22,-227
COCc1ccc(C(=O)N2CCCC(N3CCN(c4ccc(F)cc4)CC3)C2)o1 (configuration not stated),2,3,-1,-9,-2,-3,2,19,1,-17
C[C@@H]1CCC(=O)N(C[C@@H](C)CC#N)CC1,-1,-8,3,2,-1,-3,-2,-8,1,-7
O=C(Nc1ccn(CCCNCc2ccccc2)c(=O)n1)OCc1ccccc1,2,-4,2,-6,5,-3,5,15,1,2
O=S(=O)(NCCN1CCN(S(=O)(=O)c2ccccc2F)CC1)c1ccccc1F,8,-8,-4,-12,3,-3,0,1,5,-4
O=C(CN1CCN(c2ccccc2)CC1)N1CCc2ccccc21,8,2,3,-4,1,-5,-8,9,1,7
Cc1ccc(-n2c3c(cc(C(=O)O)c2=O)C(=O)CC(C)(C)C3)cc1,-10,4,0,5,2,-3,-3,-2,1,1
COC(=O)c1cccc(NC(=S)N2CCCCC2)c1,6,-9,12,-1,0,0,0,4,2,8
CCCCC(=O)Nc1cnc(NC(=O)c2cccs2)cc1C,3,3,0,1,0,5,-1,5,0,2
Cc1cccc(-n2cc3c(=O)n(C)c(=O)n(C)c3c2)c1,-1,2,1,-2,-2,0,2,1,-6,7
c1ccc(-c2nnc(CSc3ccc4c(c3)OCCO4)o2)cc1,4,3,-1,-10,-1,-3,-4,9,-12,3
CCC(C)NC(=O)C1CCCN(S(=O)(=O)c2ccc(-n3cnnn3)cc2)C1 (configuration not stated),8,-8,-5,4,0,8,-3,-3,6,2
COC(=O)Cc1[nH]n(-c2nc3ccccc3s2)c(=O)c1C(C)=Nc1ccc(Cl)cc1,4,-2,1,-3,-13,3,-3,-1,-29,-5
CCn1c(=O)c(C(=O)NCc2ccccc2)c(O)c2ccccc21,-3,4,-4,3,0,-6,-1,1,-6,-8
Cc1ccc(S(=O)(=O)N2CCN(C(=O)c3cc(C4CC4)nn3-c3ccccc3)CC2)cc1,0,-2,-3,8,1,-8,-3,10,1,-3
COc1cc(CNc2ccc(N3CCCC3)cc2)ccc1OCc1ccccc1,-39,-10,10,-5,-72,0,-14,-31,-117,-28
CCOC(=O)CSc1nc(N)c(C#N)c(-c2ccc(OC)cc2)c1C#N,-8,-1,2,-6,-27,-5,-14,9,-36,-41
O=C(O)COc1cccc2ccccc12,5,5,-4,7,0,2,-6,5,-4,3
O=C(O)C1CSC(c2ccccc2)N1C(=O)c1ccco1 (configuration not stated),4,3,-8,7,0,4,0,-11,5,1
COc1cccc(CNc2nc3cc(-c4cnn(Cc5ccccc5)c4)sc3c(=O)n2C)c1,4,-4,-42,-9,5,-11,0,13,2,19

# Record cards (already shown). Values in the order: ASAP1 GAP inh, DDE Tn7 FP inh, SIAE primary, TDP2 absorb, PLC-gamma1 inh, DDE Tn6 FP inh, ADAM17 inh, ARFGAP1 inh, PLC-beta3 inh, ADAM10 inh
# Listed for O=C(O)C1CSC(c2ccccc2)N1C(=O)c1ccco1 (configuration not stated) → 4, 3, -8, 7, 0, 4, 0, -11, 5, 1
# Listed for CCOC(=O)CSc1nc(N)c(C#N)c(-c2ccc(OC)cc2)c1C#N → -8, -1, 2, -6, -27, -5, -14, 9, -36, -41
# Listed for O=C(O)COc1cccc2ccccc12 → 5, 5, -4, 7, 0, 2, -6, 5, -4, 3
# Listed for Cc1ccc(S(=O)(=O)N2CCN(C(=O)c3cc(C4CC4)nn3-c3ccccc3)CC2)cc1 → 0, -2, -3, 8, 1, -8, -3, 10, 1, -3

# (cont.)
SMILES,ASAP1 GAP inh,DDE Tn7 FP inh,SIAE primary,TDP2 absorb,PLC-gamma1 inh,DDE Tn6 FP inh,ADAM17 inh,ARFGAP1 inh,PLC-beta3 inh,ADAM10 inh
CCOC(=O)c1c(C)nsc1NC(=O)c1ccco1,-7,-4,0,-2,0,3,2,6,-7,4
O=C1NN(c2cccc(Br)c2)C(=O)/C1=C\c1ccc(O)cc1,11,-7,19*,-10,0,-6,3,1,-4,9
CCC1NC(=O)c2cccnc2-n2c1nc1ccc(C)cc1c2=O (configuration not stated),6,-4,-6,9,0,3,-4,0,-5,-17
CC(C)(C)c1ccc(-c2cc(NC(=O)Cc3c[nH]c4ccccc34)ccc2Nc2cccnc2)cc1,0,5,11,5,-7,5,2,5,-15,-5
CC(=O)OC(C)[C@H]1CC[C@H]2[C@@H]3CC[C@H]4C[C@@H](OC(C)=O)CC[C@]4(C)C3=CC[C@]12C (some centres not stated),5,1,-4,0,-1,-4,-3,0,1,2
CC(C)N(C(=O)Cn1c(SCC(=O)N2CCN(c3ccccc3)CC2)nc2ccccc21)C(C)C,-8,-8,8,2,1,3,-1,1,5,-7
OCCOCCn1c(C(CO)Nc2nc(-c3ccc(Cl)cc3)cs2)nc2ccccc21 (configuration not stated),4,9,1,-4,-3,8,1,0,-4,9
O=C(N/C(=C/c1cccs1)C(=O)N1CCCCCC1)c1ccccc1,8,6,4,0,-1,3,0,-3,-9,3
CCCCn1c(N)c(N(CCC(C)C)C(=O)C2CC(=O)N(Cc3ccc(C)cc3)C2)c(=O)[nH]c1=O (configuration not stated),-5,-1,-2,3,-2,0,-3,-3,-4,-5
CP(=O)(Nc1cc(Cl)ccc1Cl)c1nc2c(s1)CCCC2 (configuration not stated),-4,5,3,1,0,-4,-5,0,-8,-3
COc1ccccc1-n1nnnc1SCC(=O)NCC1(N2CCOCC2)CCCCC1,3,-9,-6,8,1,7,1,-8,-4,2
O=C(CCc1nnc(-c2ccccc2)o1)c1ccc(Cl)cc1,-1,8,-1,-10,5,-4,-9,-1,-7,-3
CCOC(=O)N1CCC(NC(=O)CCN2C(=O)C3C4C=CC(C4)C3C2=O)CC1 (configuration not stated),-3,-1,5,-9,10*,0,1,11,5,7
Cc1ccc(NC(=O)CSCc2cc(=O)n3nc(C4CC4)sc3n2)cc1,14,-4,2,11,-2,8,-3,6,-12,-5
Cn1nnnc1SCC(=O)N1CCN(Cc2ccccc2)CC1,8,-5,3,-3,4,0,1,3,-131,9
C#CCNC(=O)C[C@H]1C[C@@]2(C(=O)OC)C(=C[C@H](COCc3ccccc3)O[C@@H]2C)N(Cc2ccc(Cl)cc2Cl)C1=O,x,5,-1,1,1,9,3,x,-1,6
CCN1C(=O)C(CC(=O)N2CCN(C(c3ccccc3)c3ccccc3)CC2)N(CC)C1=O (configuration not stated),-4,9,5,0,-1,4,0,3,0,13
C#CCOCCOCCOCCNc1nc(N2CCN(C(=O)[C@H](CC(N)=O)n3cc([C@@H](N)C(C)C)nn3)CC2)nc(N2CCN(C(=O)[C@H](CC(N)=O)n3cc([C@@H](N)C(C)C)nn3)CC2)n1,4,-2,-7,2,0,0,-3,8,3,0
CCC(=O)NCC(c1ccco1)N1CCN(c2ccc(OC)cc2)CC1 (configuration not stated),-4,1,-1,-3,2,-7,-1,-17,-9,0
CC(=O)NC1C(Oc2cccc(C)c2)OC2COC(c3ccco3)OC2C1O (configuration not stated),-1,-2,5,-4,2,-8,2,-11,3,2
Cc1c(C)c(C)c(C(=O)CCc2cccc(NC(=O)CCC(=O)O)c2)c(C)c1C,-13,-5,1,-17,2,6,0,6,-4,7
CCCCCCN=C(C)C1=C(O)C(C(=O)OC)C(C)(C)CC1=O (configuration not stated),-7,-5,3,6,2,1,-4,-3,0,-2
O=C(NC12CC3CC(CC(C3)C1)C2)c1ccccc1O,-10,1,0,0,-5,4,-21,2,-6,-80
COc1ccc(S(=O)(=O)N2CCCN(CC(=O)Nc3ccc(NC(C)=O)cc3)CC2)cc1,-3,-4,-6,-9,9,4,5,2,-107,12
Cc1ccc(OC(=O)Cn2c(C(F)(F)F)nc3ccccc32)cc1,-18,-9,1,-12,3,2,2,4,2,8
Cc1ccc2oc(=O)c3cc(C(=O)NCCCN4CCc5ccccc5C4)sc3c2c1,6,2,-4,2,-55,-3,-25,3,-82,-132
